# High-throughput results as filed in PubChem.
# GPR55 beta-arrestin: selective activators of receptor GPR55 – imaging, U2OS cells, beta-arrestin-GFP redistribution, primary screen (AID 1961) | one-dose activation, % at 10 µM; EC50 in µM for titrated hits | U2OS GPR55 beta-arrestin-GFP redistribution imaging; higher % means a stronger effect | 290,000 tested, 0.048% active;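 active = activation above 40% with more than 50 cells counted in the well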;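 note: U2OS osteosarcoma cells stably expressing GPR55 and beta-arrestin-GFP; plate controls were DMSO negative control for no effect and LPI positive control for full effect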
# West Nile virus CPE: inhibition of WNV-induced cytopathic effect – cell-based, CPE readout (AID 1621); 290,000 tested, 0.02% active; West Nile virus-infected cells, CPE inhibition; higher % means a stronger effect; CPE inhibition, % at 10 µM, or IC50 in µM where a hit was titrated; in the data active = a potency from the dose series; note: strong numbers were not always called active
# Dengue-2 NS5 capping: flavivirus cap methylation enzyme inhibition – biochemical, confirmation dose response, primary screen (AID 588689); Dengue-2 NS5 methyltransferase capping enzyme assay, biochemical; higher % means a stronger effect; inhibition, % at 25 µM, or IC50 in µM where a hit was titrated; 340,000 tested, 0.3% active; in the data active = a potency from the dose series
# GPR35 arrestin U2OS: GPR35 antagonists blocking zaprinast-driven arrestin recruitment, primary screen, imaging, U2OS, beta-arrestin-GFP, zaprinast agonist (AID 2058) | U2OS GPR35 beta-arrestin-GFP translocation imaging, zaprinast antagonism; higher % means a stronger effect | 290,000 tested, 0.052% active | inhibition, % at 10 µM; hits with a dose series show IC50 in µM;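 active = inhibition of at least 50% with at least 30 cells and total cytoplasm GFP at most 10,000,000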
# GPR55 LPI antagonism: inhibition of LPI-stimulated GPR55 beta-arrestin translocation – imaging, U2OS, beta-arrestin-GFP, LPI agonist, primary screen (AID 2013); 290,000 tested, 0.13% active; one-dose inhibition, % at 10 µM; IC50 in µM for titrated hits; U2OS GPR55 beta-arrestin-GFP translocation imaging, LPI antagonism; higher % means a stronger effect;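 active = spots per cell inhibited over 60%, with over 100 cells counted and total cytoplasm intensity under 500,000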;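 note: U2OS cells stably carrying GPR55 and arrestin-GFP stimulated by 5 µM LPI near EC80; imaged beta-arrestin-GFP aggregate spots per cell after agonist stimulation; plate controls were LPI-stimulated DMSO wells for no effect and DMSO wells without LPI for full effect; some results filed as inactive read as strong as hits; confirmed hits need IC50 under 10 µM and bright autofluorescent wells are also inconclusive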
# HIV peptide binding: cell-free HIV fusion peptide-binding blockers – biochemical, uHTS, fluorescence dequenching, primary screen (AID 1986) | inhibition, % at 20 µM, or IC50 in µM where a hit was titrated | cell-free peptide binding, fluorescence dequenching, 30 min; higher % means a stronger effect | 290,000 tested, 0.3% active; in the data active = inhibition mostly above about 52%, no sharp cut-off; inactive = mostly below about 76%; note: some results filed as inactive read as strong as hits
# NOD1 NF-kB reporter: inhibition of NOD1-driven NF-kB reporter – cell-based, luminescence, uHTS, primary screen (AID 1578) | NOD1-driven NF-kB luciferase reporter cells, luminescence; higher % means a stronger effect | inhibition, % at 4 µM, or EC50 in µM where a hit was titrated | 290,000 tested, 1% active; in the data active = inhibition mostly above about 36%, no sharp cut-off; inactive = mostly below about 34%;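 note: HEK-293T reporter cells stimulated with the NOD1 agonist gamma-tri-DAP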
# KOR beta-arrestin-1: KOR agonists, beta-arrestin recruitment, primary screen, cell-based, luminescence, uHTS (AID 1777); KOR beta-arrestin recruitment, luminescence; higher % means a stronger effect; activation, % at 10 µM; hits with a dose series show EC50 in µM; 280,000 tested, 0.02% active; in the data active = activation above about 50%, passing the limit was not always enough; note: a part of the inactive calls stands beside numbers as strong as those of hits
# KOR beta-arrestin-2: KOR antagonists, beta-arrestin recruitment, cell-based, luminescence, uHTS (AID 1778) | KOR beta-arrestin recruitment, luminescence, antagonist mode; higher % means a stronger effect | inhibition, % at 10 µM, or IC50 in µM where a hit was titrated | 290,000 tested, 0.091% active; in the data active = inhibition above about 50%; note: strong numbers were not always called active
# Dengue-2 NS5 capping pilot replicate: further read-out of Dengue-2 NS5 capping, marked with its call; inhibition, %; measured here: pilot screen replicate inhibition
# The depositor's hits bear a star; · = no result given; [ ] = remark or other dose. These rows are one share of the data; rates above refer to the full screens.
SMILES,GPR55 beta-arrestin,West Nile virus CPE,Dengue-2 NS5 capping,GPR35 arrestin U2OS,GPR55 LPI antagonism,HIV peptide binding,NOD1 NF-kB reporter,KOR beta-arrestin-1,KOR beta-arrestin-2,others
O=C(Nc1cccc(F)c1)Nc1ccc2c(c1)C(=O)OC2,-0.1%,1.3%,-7%,-8%,-6%,12%,-14%,0.6%,1%,
CCc1ccccc1NC(=O)CCC(=O)c1cccs1,-0.2%,0.0%,-3%,-12%,10%,-2.3%,-28%,2.7%,25%,
CC(C)C(NC(=O)Nc1ccccc1)C(=O)Nc1cccc(S(=O)(=O)N(C)C)c1 (stereo unspecified),-0.2%,0.4%,-17%,7%,-3%,0.3%,-40%,-3.2%,-14%,
O=C1NC(=O)c2cc(NC(=O)C3COc4ccccc4O3)ccc21 (stereo unspecified),-0.1%,0.6%,-6%,-17%,12%,-2.5%,16%,1.8%,-44%,
Cc1ccc(OCC(=O)Oc2c(C)cccc2C)cc1C,-0.2%,0.5%,-10%,7%,-1%,-1.6%,-7%,·,-24%[20 µM],
CN(C)C=NC(=O)c1cc(C(=O)c2ccccc2Cl)c[nH]1,-0.1%,-0.2%,1%,-1%,-8%,2.4%,-2%,-2.0%,-55%[20 µM],
CN1CCN(C(=O)CCS(=O)(=O)c2cc3c(cc2Cl)NC(=O)CO3)CC1,-0.3%,-0.5%,-26%,-6%,-2%,-1.2%,-14%,-7.1%,25%[20 µM],
CN(C(=O)C1CCN(S(=O)(=O)c2cccs2)CC1)C1CCCCC1,-0.3%,-1.0%,-3%,-3%,7%,1.5%,10%,9.6%,11%,
O=S(=O)(c1ccc(NC(=S)NCc2ccc(F)cc2)cc1)N1CCOCC1,-0.1%,-0.3%,-9%,-8%,15%,1.9%,-22%,4.5%,19%,
CC1(C)CC(=O)C2=C(C1)c1c(ccc3ccccc13)NC2c1ccco1 (stereo unspecified),-0.1%,-0.8%,-4%,-14%,4%,3.2%,5%,-1.3%,2%,

# Gathered by group, the entries above with fluorine (two)
SMILES,GPR55 beta-arrestin,West Nile virus CPE,Dengue-2 NS5 capping,GPR35 arrestin U2OS,GPR55 LPI antagonism,HIV peptide binding,NOD1 NF-kB reporter,KOR beta-arrestin-1,KOR beta-arrestin-2,others
O=C(Nc1cccc(F)c1)Nc1ccc2c(c1)C(=O)OC2,-0.1%,1.3%,-7%,-8%,-6%,12%,-14%,0.6%,1%,
O=S(=O)(c1ccc(NC(=S)NCc2ccc(F)cc2)cc1)N1CCOCC1,-0.1%,-0.3%,-9%,-8%,15%,1.9%,-22%,4.5%,19%,

# Going on with the list.
SMILES,GPR55 beta-arrestin,West Nile virus CPE,Dengue-2 NS5 capping,GPR35 arrestin U2OS,GPR55 LPI antagonism,HIV peptide binding,NOD1 NF-kB reporter,KOR beta-arrestin-1,KOR beta-arrestin-2,others
Cc1ccc(NC(=O)COc2ccccc2C(=O)NCCc2ccccc2)cc1,0.3%,-0.7%,·,13%,7%,3.4%,6%,0.4%,14%,
CC(C)(C)NC(=O)/C(=C\c1ccccc1F)NC(=O)c1ccc([N+](=O)[O-])cc1,0.7%,-1.3%,3%,-11%,12%,1.3%,-55%,-2.9%,-3%,
COC(=O)c1c(C)[nH]c(C(=O)NCc2ccco2)c1C,-0.3%,-0.3%,-9%,0%,10%,-0.1%,-39%,-1.1%,0%,
COc1ccc(C(=O)NCCCN2CCOCC2)cc1,0.6%,0.1%,-6%,5%,4%,-2.5%,-2%,5.9%,14%,
COc1ccccc1/C=C/C(=O)OCCN1C(=O)c2ccccc2C1=O,-0.2%,0.6%,-3%,11%,-15%,-0.1%,-10%,-0.2%,-13%,
O=C(c1ccc([N+](=O)[O-])cc1)N1CCN(C(=O)c2cccs2)CC1,0.2%,0.2%,5%,-11%,4%,1.3%,-16%,0.9%,12%,
CCOC(=O)c1ccc(Nc2cc(C)nc3nc(C)nn23)cc1,-0.2%,·,2%,-12%,-5%,2.1%,-23%,2.0%,-21%,
COc1cccc(NC(=O)C2CCN(S(=O)(=O)c3ccc4c(c3)OCCO4)CC2)c1,0.0%,-0.5%,5%,-9%,10%,-2.2%,1%,-3.0%,-27%,Dengue-2 NS5 capping pilot replicate=-3.0
Cc1sc2nc(C(C)Sc3n[nH]c(N)n3)[nH]c(=O)c2c1C (stereo unspecified),-0.2%,-0.5%,·,2%,-4%,0.1%,-32%,1.5%,-12%,
CCNC(=S)NNC(=O)c1cccc(Br)c1,-0.1%,0.4%,-5%,5%,0%,-1.2%,-2%,6.1%,-33%,
CC(=O)Nc1cccc(NC(=O)c2ccc3c(c2)CCN3S(=O)(=O)c2ccccc2)c1,-0.2%,0.1%,-9%,-4%,6%,-1.4%,-14%,-0.6%,-12%,
CCOc1nc(NCCO)nc(Nc2ccc([N+](=O)[O-])cc2)n1,-0.4%,1.2%,1%,4%,7%,-2.0%,-29%,-0.5%,-4%,
O=C(O)Cn1nc2ccccc2n1,0.6%,-0.1%,-4%,-12%,-12%,-0.3%,-15%,-3.7%,38%,
Cc1ccc(S(=O)(=O)c2nnn3c2nc(NCCCN2CCCC2=O)c2ccccc23)cc1C,0.7%,0.3%,-8%,-7%,2%,0.7%,-23%,1.6%,-50%,
NNC(=O)CC1NCCN(Cc2ccccc2)C1=O (stereo unspecified),-0.1%,0.5%,2%,-3%,-7%,0.1%,-6%,2.1%,-2%,
CN(CC(=O)Nc1ccc(F)cc1)c1ccc(S(=O)(=O)N2CCCCC2)cc1[N+](=O)[O-],-0.4%,-1.7%,-3%,-17%,10%,1.9%,-32%,6.5%,17%,
COc1ccc(-c2[nH]ncc2CN2CCCC(C(=O)c3ccc(OC)cc3OC)C2)cc1 (stereo unspecified),-0.2%,-0.7%,-7%,-8%,0%,-0.9%,22%,-2.7%,12%,
Cc1nn(C(C)(C)C)c(NC(=O)c2ccc(Cl)cc2Cl)c1Br,-0.2%,-0.3%,·,-4%,0%,0.8%,3%,4.3%,-26%,
CCOc1cccc(-c2cc(C(=O)NN)[nH]n2)c1,-0.1%,-0.5%,-8%,-9%,0%,0.6%,-24%,1.3%,18%[20 µM],
C/C(=N\NC(=O)c1ccc(N2CCCC2=O)cc1)c1ccccc1,0.0%,-0.5%,-1%,-2%,7%,2.4%,-46%,-1.7%,-10%,
O=C(N/N=C/C=C/c1ccccc1)c1ccc(Br)cc1,0.0%,0.5%,-2%,-10%,21%,-3.1%,0%,-4.4%,-31%,
O=C(Nc1ccccc1N1CCOCC1)c1ccc(Cl)c(S(=O)(=O)NCc2ccco2)c1,0.0%,0.6%,-11%,4%,-3%,-1.4%,-8%,-3.9%,-12%,
O=S(=O)(NCc1csc(-c2cccnc2)n1)c1ccc(F)cc1,-0.3%,0.0%,1%,14%,7%,-1.2%,-3%,1.9%,9%,
COc1cccc(-c2nc(CS(=O)(=O)CC(=O)NC3CCCCC3C)c(C)o2)c1 (stereo unspecified),-0.2%,-0.2%,3%,-10%,-3%,-1.6%,34%,4.3%,-25%,
COc1ccc(C(=O)NNS(=O)(=O)c2ccccc2)cc1,-0.3%,-0.1%,2%,-6%,-2%,-0.3%,-20%,2.8%,9%,
CCOC(=O)Cc1c(C)nc2c(-c3ccccc3)c(C)[nH]n2c1=O,-0.1%,-0.1%,-10%,18%,-6%,-0.7%,-38%,5.9%,-24%,
Cc1ccc(CNS(=O)(=O)c2ccc(Br)s2)cc1,-0.1%,-0.3%,-8%,11%,4%,1.8%,-7%,-6.5%,8%,
COc1cccc(-c2nc(-c3ccc(Br)o3)no2)c1,0.6%,0.0%,8%,6%,2%,-0.2%,-6%,1.1%,-21%,
CC1=NN(c2ccccc2)C(=O)/C1=C/c1cccc(C)c1,0.9%,-0.4%,50µM*,-5%,6%,4.9%,5%,-5.8%,12%,
O=C(N/N=C/c1c(F)c(F)c(F)c(F)c1F)c1ccc(Cn2cc(Br)cn2)o1,-0.5%,-0.4%,-3%,1%,-6%,-2.0%,-24%,0.0%,-22%,
CCOc1ccc(/C=N/n2c(C3CCCCC3)n[nH]c2=S)cc1,-0.1%,-1.0%,-4%,-14%,-7%,0.5%,-2%,2.9%,-40%,
COc1cc(O)cc2occ(-c3ccc(O)cc3)c(=O)c12,0.5%,-0.2%,3%,-3%,9%,1.4%,0%,-5.2%,-2%,
O=C(Nc1ccc2c(c1)OCO2)C(=O)c1c[nH]c2ccccc12,0.0%,-0.6%,6%,0%,2%,4.4%,-79%,5.4%,-65%,
O=C1CC(Nc2ccc(N3CCOCC3)cc2)C(=O)N1c1ccccc1 (stereo unspecified),-0.2%,-0.1%,8%,8%,4%,5.0%,2%,3.1%,16%,
COc1ccccc1OCc1ccc(C(=O)NC2CCCCC2)o1,-0.1%,-1.6%,-6%,-2%,-6%,-0.2%,-32%,-1.0%,2%,
N#C/C(=C\c1cn(CCOc2ccccc2F)c2ccccc12)C(=O)NCc1cccs1,0.5%,0.0%,-4%,-4%,8%,1.5%,-42%,7.5%,-46%,
CCOC(=O)c1[nH]c2ccc(OC)cc2c1NS(=O)(=O)c1ccc(OC)cc1OC,-0.2%,0.0%,3%,3%,-2%,-0.5%,-6%,-2.0%,-13%,
Cc1ccc2nc(C)cc(C(=O)OCC(=O)Nc3c(C)n(C)n(-c4ccccc4)c3=O)c2c1,-0.6%,0.2%,-1%,2%,-2%,-0.2%,-12%,0.9%,12%,
CCn1c(SCC(=O)Nc2ccccc2)nc2ccccc2c1=O,0.3%,-0.6%,-7%,-2%,2%,1.3%,-17%,-0.2%,-24%,Dengue-2 NS5 capping pilot replicate=0.9
CCOc1ccc(CN2CCNC(=O)C2CC(=O)NCc2csc(C)n2)cc1 (stereo unspecified),-0.1%,0.5%,4%,-3%,-5%,1.3%,-14%,2.4%,-11%,
CCN(CC)C(=S)SCC(=O)c1ccc(F)cc1,-0.1%,-0.3%,-4%,3%,15%,-2.2%,-17%,1.3%,-27%,
CCOC(=O)c1c(-c2ccc(-c3ccccc3)cc2)csc1NC(=O)CCC(=O)O,0.3%,-1.2%,13%,5%,1%,43%,11%,-26%,23%,
CC(=O)Nc1ccc(S(=O)(=O)NC2=NCN(c3ccc([N+](=O)[O-])cc3)CN2)cc1,0.0%,-0.7%,19%,4%,1%,1.0%,-36%,4.5%,-10%,
O=C(OCC1CC(c2ccccc2Cl)=NO1)c1ccc(Br)cc1 (stereo unspecified),0.1%,-0.2%,-8%,7%,7%,-0.6%,-12%,0.7%,8%,
COc1cccc(NC(=O)CSc2nc3c(sc4ccccc43)c(=O)n2CCCN2CCCC2)c1,-0.1%,-1.0%,-5%,7%,-6%,0.5%,-44%,8.5%,-23%,
Cc1cccc(CC2CC(=O)N(c3ncccn3)C2=O)c1 (stereo unspecified),0.1%,0.4%,-5%,-3%,13%,1.6%,-9%,-2.6%,11%,
